Screens as filed in PubChem BioAssay.
CHRM1 agonist: agonists of human M1 muscarinic receptor; CHO-K1 hM1, Fluo-8 calcium fluorescence, agonist mode; 0% DMSO, 100% acetylcholine EC100; activation, % at 3 µM; P11229; actives 0.33% (n = 360,000);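 active means activation above the run's mean compound activation plus 3 SD, cut at about 16% in these data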;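 further: peak over basal fluorescence ratio within a 140 s kinetic read after compound addition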
Target sequence (P11229 whole entry, looked up): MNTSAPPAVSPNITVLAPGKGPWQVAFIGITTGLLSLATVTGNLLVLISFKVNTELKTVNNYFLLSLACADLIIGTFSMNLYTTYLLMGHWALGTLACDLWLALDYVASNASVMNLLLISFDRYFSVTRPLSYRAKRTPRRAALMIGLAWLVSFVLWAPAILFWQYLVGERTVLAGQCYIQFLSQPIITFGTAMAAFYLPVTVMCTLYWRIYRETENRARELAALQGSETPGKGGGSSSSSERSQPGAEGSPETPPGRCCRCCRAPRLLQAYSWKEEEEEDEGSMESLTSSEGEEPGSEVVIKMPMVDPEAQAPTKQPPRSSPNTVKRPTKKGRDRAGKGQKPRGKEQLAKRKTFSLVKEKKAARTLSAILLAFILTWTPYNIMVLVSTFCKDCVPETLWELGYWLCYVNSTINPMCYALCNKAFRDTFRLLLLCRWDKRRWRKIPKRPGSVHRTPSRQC
CHO-K1 Ca PAM: counter-screen for M1 PAMs: effect in parental CHO-K1 cells; activation, % at 3 µM; AID 602247; actives 0.02% (n = 360,000); ATP EC20, Fluo-8 calcium fluorescence; 0% at ATP EC20, 100% at ATP max;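 active means activation above the run cutoff, the mean activation of all test compounds plus 3 SD, cut at about 40% in these data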;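 further: peak over basal fluorescence ratio in a 140 s read after ATP addition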
TAAR1 ag: agonists of human TAAR1; Q96RJ0; CHO RD-HGA16 TAAR1, Fluo-8 calcium fluorescence; vehicle wells 0%, saturating PEA agonist 100%; activation, % at 3 µM; actives 0.99% (n = 360,000);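 active means activation above the mean activation of all test compounds in the run plus 3 SD, cut at about 38% in these data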
Target sequence (Q96RJ0 whole entry, looked up): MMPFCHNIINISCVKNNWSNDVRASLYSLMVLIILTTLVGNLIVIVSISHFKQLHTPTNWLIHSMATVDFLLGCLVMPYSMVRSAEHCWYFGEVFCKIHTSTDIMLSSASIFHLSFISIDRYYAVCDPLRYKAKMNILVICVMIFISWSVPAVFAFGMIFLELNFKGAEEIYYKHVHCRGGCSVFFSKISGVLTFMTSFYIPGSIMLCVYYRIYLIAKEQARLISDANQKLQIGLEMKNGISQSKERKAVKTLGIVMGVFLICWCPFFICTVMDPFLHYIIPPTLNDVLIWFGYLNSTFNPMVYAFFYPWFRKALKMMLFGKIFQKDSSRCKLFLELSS
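System: CHO RD-HGA16 cells carrying human TAAR1 plus Gα16; Incubation: 17-24 h seeding, 75 min 37 °C dye, 30 min RT; Measured by: Fluo-8 fluorescence, 5 s baseline then 140 s kinetic read; Control set: DMSO and PEA EC100; Replication: single well for each compound.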
CHO parental Ca: counter-screen: ATP calcium response change in parental CHO cells; parental CHO-K1, ATP-induced calcium, Fluo-8 fluorescence; inhibition, % at 5.6 µM; actives 0.63% (n = 330,000);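 active means inhibition above that plate's mean sample inhibition plus 3 SD, cut at about 26% in these data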;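 further: 0% = ATP-challenged DMSO wells and 100% = DMSO wells without ATP; some compounds past the cut are filed as inactive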
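Material: parental CHO cells / Compound: single nominal dose of 5.6 µM per compound / Signal: Fluo-8 fluorescence / Replicates: singlicate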
TAAR1 antag: human TAAR1 antagonism; Q96RJ0; CHO RD-HGA16 TAAR1, Fluo-8 calcium fluorescence, antagonist; inhibition, % at 3 µM; actives 1.5% (n = 360,000); AID 624466;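 active means inhibition above a per-plate cutoff, the mean inhibition of test compounds on that plate plus 3 SD, cut at about 49% in these data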;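 further: 0% = DMSO plus EC80 beta-PEA response and 100% = DMSO alone without agonist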
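System: RD-HGA16 CHO cells with stable hTAAR1 and Gα16 | Probe or stimulus: EC80 β-phenethylamine stimulus | Dosing: 3 µM, single point | Times: Dye loading 75 min at 37 °C, then 30 min room temperature | Measured by: Fluo-8 calcium-sensitive fluorescence | Read-out basis: % inhibition of agonist calcium response | Replicates: n of 1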
M1 PAM: human CHRM1 positive allosteric modulation; activation, % at 3 µM; actives 0.088% (n = 360,000); CHO-K1 hM1, Fluo-8 calcium fluorescence, ACh EC20; 0% = ACh EC20, 100% = maximal ACh; in the data active means activation above about 19%, passing the limit was not always enough
CHRM1 antagonist: human CHRM1 antagonism; CHO-K1 hM1, Fluo-8 calcium fluorescence, ACh EC80 antagonist; inhibition, % at 3 µM; actives 1.3% (n = 360,000);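 active means percent inhibition above its own plate's cutoff, namely the mean of that plate's compound wells plus 3 SD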;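 further: peak over basal fluorescence ratio during 140 s after agonist addition; 0% = ACh EC80 plus DMSO and 100% = DMSO alone without agonist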
CHO-K1 Ca antag: nonselective inhibitor or artifact in parental CHO-K1 cells; ATP-induced calcium, Fluo-8 fluorescence; inhibition, % at 3 µM; actives 0.6% (n = 360,000);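 active means inhibition above a per-plate cutoff, the plate's mean sample inhibition plus 3 SD, cut at about 24% in these data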;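 further: 0% = DMSO plus EC80 ATP and 100% = DMSO alone without ATP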
M1 ag parental: nonselective activator or artifact in parental CHO-K1 cells; actives 0.48% (n = 360,000); Fluo-8 calcium fluorescence; scaled to maximal ATP response, vehicle zero; activation, % at 3 µM; in the data active means activation above about 15%;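 further: untransfected CHO-K1 host cells lacking M1 receptor as counterscreen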
* = called active by the depositor; . = not tested or not shown.

SMILES | CHRM1 agonist | CHO-K1 Ca PAM | TAAR1 ag | CHO parental Ca | TAAR1 antag | M1 PAM | CHRM1 antagonist | CHO-K1 Ca antag | M1 ag parental
O=C(O)c1ccc(NC(=O)c2ccc(COc3ccccc3)o2)cc1 | -3 | 3 | 7 | . | 20 | 8 | -5 | -9 | 2.0
CC(=O)NC(C)(c1ccccc1)c1nc(-c2ccc(N(C)C)cc2)cs1 (stereo not given) | -4 | 8 | -1 | . | -15 | 9 | -14 | -3 | 1.1
CC1CCCCN1C(=O)c1ccc(OC2CCN(S(=O)(=O)N(C)C)CC2)cc1 (stereo not given) | 0 | -4 | 6 | -4 | -9 | 0 | -11 | -9 | 6.7
O=C1CCCCN1CCCC(=O)N1CCCC(Nc2ccccc2)C1 (stereo not given) | 1 | -15 | 0 | -6 | -5 | 8 | 3 | 0 | -0.1
CC(C)C[C@@H](CO)N1CCN(Cc2ccc([N+](=O)[O-])cc2)CCC1=O | -6 | -13 | 2 | -5 | 1 | 1 | 1 | -5 | -0.1
O=C1c2ccccc2NC(c2ccc(O)cc2)N1Cc1ccco1 (stereo not given) | -4 | -2 | 18 | 1 | 3 | 11 | -7 | 7 | 0.1
CCn1c(/C=C/N(C(C)=O)c2ccccc2)[n+](CC)c2ccc(Cl)cc21 | -9 | 18 | 3 | -12 | 7 | 3 | -2 | -6 | 4.3
Cc1ccc2[nH]c(=O)c3cc(C(=O)N(C)c4ccc(C)c(C)c4)sc3c2c1 | -3 | 7 | 4 | -16 | -42 | 1 | -3 | -5 | 0.2
CN1CC[n+]2c(CN3C(=O)c4ccccc4C3=O)csc21 | -8 | 10 | 0 | 5 | -7 | 1 | -29 | 3 | -0.3
CCCCNc1ccc2c3c(cccc13)C(=O)N(CCCC)C2=O | 296* | -23 | 498* | . | 108* | -27 | 90* | 93* | 348*
O=C(CN1CCN(c2ccc(F)cc2)CC1)OCc1ccccc1 | -4 | 10 | 0 | -8 | 9 | 6 | -1 | 5 | 1.5
CC(=O)N[C@@H](Cc1c[nH]c2ccccc12)C(=O)NCCc1ccc(S(N)(=O)=O)cc1 | -1 | -18 | 5 | -4 | -9 | -1 | 2 | 4 | -0.3
CNC(=O)c1ccsc1NC(=O)CS(=O)(=O)c1ccc(Cl)cc1 | 2 | 8 | 3 | 8 | 5 | 2 | -2 | -8 | 8.7
CC(=O)c1oc2ccccc2c1N | -4 | 16 | 3 | -3 | 17 | 11 | -9 | -3 | 0.1
CCOC(=O)c1ccc(NC(=O)N2CCN(C3CCCCC3)CC2)cc1 | -14 | 14 | 1 | -10 | 4 | 6 | -13 | -10 | 0.1
Cc1nnc(SCC2=C(C(=O)O)N3C(=O)C(NC(=O)COc4ccc(F)cc4)C3SC2)s1 (stereo not given) | -1 | -6 | 2 | -11 | -6 | 9 | -11 | 1 | -0.3
Cc1cccc2cc(C#N)c(N3CCCC3)nc12 | -4 | -4 | 4 | -28 | -18 | 7 | 2 | 12 | 0.1
CC(C)N(Cc1ccccc1)C(=O)COC(=O)c1ccc(O)cc1 | -1 | 3 | 6 | -2 | -10 | -1 | 2 | -22 | 4.1
CCOC(=O)N1CCC(N2Cc3cccc(C(=O)Nc4cccc(F)c4)c3C2=O)CC1 | -8 | 0 | 5 | -14 | 9 | 10 | -3 | -3 | 0.0
FC(F)(F)c1ccccc1NC(=S)NC1CCN(Cc2ccccc2)CC1 | 2 | 16 | 1 | -9 | -6 | 13 | -12 | -9 | 8.2
O=[N+]([O-])c1nn(-c2ccccc2)n(O)c1=NC1CCN(Cc2ccccc2)CC1 | -8 | 6 | 2 | 3 | 3 | -7 | 22 | 0 | -0.1
COC(=O)c1cn(C(=O)c2cc(OC)c(OC)c(OC)c2)c2ccccc12 | -5 | -20 | 1 | -2 | -12 | 6 | -5 | 2 | -0.1
O=C(CN1CCC(O)(c2ccccc2)CC1)Nc1ccc2c(c1)OCCO2 | -6 | 7 | 1 | -9 | 9 | 7 | -12 | -11 | -0.2
COC(=O)c1ccc(CON2C(=O)c3ccccc3C2=O)cc1 | 0 | 0 | 11 | -18 | 0 | 11 | -2 | 1 | -0.1
Cc1cc(NC(=O)CCC(=O)N(CC(=O)NCC2CCCO2)c2cccc(F)c2)no1 (stereo not given) | -6 | -5 | 4 | -4 | -3 | 7 | -3 | -10 | 1.2

New compounds follow:
SMILES | CHRM1 agonist | CHO-K1 Ca PAM | TAAR1 ag | CHO parental Ca | TAAR1 antag | M1 PAM | CHRM1 antagonist | CHO-K1 Ca antag | M1 ag parental
CCOC(=O)C1(C)CCCN(C(=O)c2ccc(OC)c(OC)c2)C1 (stereo not given) | 0 | 11 | 4 | . | -14 | 4 | -6 | 1 | 0.6
COc1ccccc1OCc1ccc(C(=O)N/N=C/c2ccco2)cc1 | -2 | 20 | 4 | -7 | 20 | 7 | 6 | -4 | 3.6
Cc1ccc(NC(=O)C2CCN(S(=O)(=O)c3ccc(N4CCCC4=O)cc3)CC2)cc1Cl | 2 | -10 | 6 | 64* | 39 | -15 | 47* | 32* | 16*
COc1ccc(/C=N/NC(=O)c2cccc(NC(=O)c3ccccc3Cl)c2)cc1OC | -9 | -9 | 6 | -3 | 37 | -10 | 1 | 16 | 4.0
O=C1NC(=Nc2ccccc2)SC1Cc1cccc(Cl)c1Cl (stereo not given) | -7 | 18 | 7 | -13 | -14 | 1 | -2 | -5 | 1.6
O=C(Cn1cc([N+](=O)[O-])ccc1=O)Nc1ccc2c(c1)OCO2 | -1 | -15 | 4 | 3 | 1 | 6 | -2 | 3 | 0.4
COc1cccc(C2C(C#N)=C(N)N(N(C)C)C3=C2C(=O)CCC3)c1OC (stereo not given) | -2 | 18 | 4 | -4 | 5 | 13 | -11 | -1 | 1.8
Cc1ccc(S(=O)(=O)NC(CC(C)C)C(=O)N2CCCCCCC2)cc1 (stereo not given) | 0 | 10 | 1 | -29 | 19 | 8 | -12 | -2 | 0.6
C[C@H](CO)N1C[C@H](C)[C@H](CN(C)S(=O)(=O)c2ccccc2C#N)OCc2cnnn2CCCC1=O | -5 | 4 | 1 | . | 2 | 4 | -19 | -5 | 0.5
O=C(OCc1nc(-c2ccccc2)oc1COC(=O)c1ccco1)c1ccco1 | 3 | 7 | 14 | -9 | 20 | -5 | 2 | -21 | 6.5
CCCCCCn1c(N2CCN(c3ccccc3)CC2)nc2c1c(=O)[nH]c(=O)n2C | -1 | -2 | 4 | -22 | 14 | 3 | -1 | -4 | -0.1
Cc1noc(C)c1S(=O)(=O)Nc1ccc(C(=O)NC2CCCCCC2)cc1 | -5 | 3 | 19 | -5 | 0 | 4 | -24 | 6 | 0.2
C=CCn1c(SCC(=O)Nc2ccccc2C)nc(O)cc1=O | 2 | 13 | 0 | -15 | -23 | 17 | -6 | -9 | -0.2
Cc1cc(C)c(C)c(OCCNCc2ccccc2)c1 | 3 | 10 | 15 | -14 | 16 | -2 | 3 | 6 | 3.9
CC1CCN(C(=O)COC(=O)Cc2c[nH]c3ccccc23)CC1 | 1 | 12 | 0 | -5 | -10 | 11 | -19 | -6 | 1.3
CCc1cc(=O)oc2cc(C)cc(OCC(=O)N3CCC(C(=O)O)CC3)c12 | 0 | 4 | 0 | -1 | 9 | 15 | -20 | 9 | 0.1
OC1CCN(c2c3c(nc4cc(-c5cccc(F)c5)nn24)CCCC3)CC1 | -6 | -5 | 6 | -13 | 28 | -4 | 5 | 9 | 2.7
CCCn1c(O)c(N=Nc2ccc3ccccc3n2)c2ccccc21 | -5 | 10 | 3 | -9 | -12 | 5 | -4 | 9 | 0.2
CC1CCc2nc3ccccc3c(C(=O)OCC(=O)N(C)C3CCS(=O)(=O)C3)c2C1 (stereo not given) | -5 | -5 | 0 | -25 | -12 | 3 | -3 | -8 | 0.9
CCCSc1nc(SCC(=O)NCc2ccccc2)c2c3c(sc2n1)COC(C)(CC)C3 (stereo not given) | -3 | -5 | 2 | -11 | -3 | 14 | -9 | 1 | 0.1
Cc1cccn2c(=O)nc(SCC(=O)NCc3ccccc3Cl)nc12 | -3 | 15 | 9 | -9 | -17 | 4 | -3 | -7 | 0.9
CCN(CC)S(=O)(=O)c1ccc2c(c1)c(=O)c(C(=O)NCCN(C)CCc1ccccc1)cn2C | -5 | -5 | 37 | -18 | 5 | -4 | 11 | -1 | -0.6
COc1ccc(S(=O)(=O)N2CCOCC2)cc1C(=O)N(C)CCOc1ccc(Cl)cc1 | -2 | -6 | 6 | -17 | 26 | -14 | 22 | 4 | 5.7
c1ccc(Cn2c[n+](Cc3ccccc3)cn2)cc1 | -7 | 15 | 0 | -7 | 21 | 3 | -2 | -7 | 0.2
CCCCN(c1nc2ccccc2nc1Cl)S(=O)(=O)c1ccc(C)cc1 | -3 | -9 | 0 | 54* | 14 | 3 | 2 | -3 | -0.5

Entries of single compounds, quoted from the list. Values in the order: CHRM1 agonist	CHO-K1 Ca PAM	TAAR1 ag	CHO parental Ca	TAAR1 antag	M1 PAM	CHRM1 antagonist	CHO-K1 Ca antag	M1 ag parental
O=C(OCc1nc(-c2ccccc2)oc1COC(=O)c1ccco1)c1ccco1 across the screens: 3	7	14	-9	20	-5	2	-21	6.5
Cc1ccc(S(=O)(=O)NC(CC(C)C)C(=O)N2CCCCCCC2)cc1 (stereo not given) across the screens: 0	10	1	-29	19	8	-12	-2	0.6
C=CCn1c(SCC(=O)Nc2ccccc2C)nc(O)cc1=O across the screens: 2	13	0	-15	-23	17	-6	-9	-0.2
CC1CCc2nc3ccccc3c(C(=O)OCC(=O)N(C)C3CCS(=O)(=O)C3)c2C1 (stereo not given) across the screens: -5	-5	0	-25	-12	3	-3	-8	0.9

(list continues)
SMILES | CHRM1 agonist | CHO-K1 Ca PAM | TAAR1 ag | CHO parental Ca | TAAR1 antag | M1 PAM | CHRM1 antagonist | CHO-K1 Ca antag | M1 ag parental
O=c1c2ccccc2c(-c2ccccc2)nn1-c1ccccn1 | -2 | -15 | 0 | -12 | -2 | -10 | 10 | 12 | 0.1
O=S(=O)(CC(c1ccccc1)N1CCCCC1)c1ccc(Cl)cc1 (stereo not given) | -1 | 11 | 0 | -20 | -26 | 6 | -8 | -1 | 7.1
COc1ccc(/C=N/NC(=O)CNC(=O)c2ccncc2)cc1OC | -4 | 12 | 3 | -8 | -12 | 8 | -8 | 3 | -0.2
Cc1nc(C(F)(F)F)ccc1C(=O)N1CCCCCC1(C)C(=O)NCC(C)C (stereo not given) | -2 | -18 | 2 | . | -12 | -5 | 10 | 10 | 0.3
Cc1cc(C)n2nc(C(=O)Nc3ccc4c(c3)OCO4)cc2n1 | -6 | 21 | 1 | -18 | 7 | 9 | -9 | -4 | 1.5
Cn1ncc([N+](=O)[O-])c1C(=O)N1CCOCC1 | 1 | -8 | 0 | -3 | 3 | -3 | 14 | 20 | 0.1
O=C1COc2ccc(C(=O)CSc3nnc(Cc4ccccc4)o3)cc2N1 | -1 | 8 | 6 | -6 | -17 | 1 | -5 | -3 | 1.8
c1ccc(CNc2ncnc3c2oc2ccccc23)nc1 | -5 | 16 | 2 | -6 | 10 | 8 | -8 | -10 | 1.2
